GPR151 ag = activators of human GPR151, primary screen, cell-based, PathHunter beta-arrestin, luminescence. activation, % at 11.2 µM. 650,000 compounds, 1% hits. AID 1508602, 2020. PathHunter beta-arrestin GPR151 cells; in the data active means activation above about 4.9%;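 further: 0% = median of compound wells and 100% = cells with positive control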
Target sequence (Q8TDV0 whole entry, looked up): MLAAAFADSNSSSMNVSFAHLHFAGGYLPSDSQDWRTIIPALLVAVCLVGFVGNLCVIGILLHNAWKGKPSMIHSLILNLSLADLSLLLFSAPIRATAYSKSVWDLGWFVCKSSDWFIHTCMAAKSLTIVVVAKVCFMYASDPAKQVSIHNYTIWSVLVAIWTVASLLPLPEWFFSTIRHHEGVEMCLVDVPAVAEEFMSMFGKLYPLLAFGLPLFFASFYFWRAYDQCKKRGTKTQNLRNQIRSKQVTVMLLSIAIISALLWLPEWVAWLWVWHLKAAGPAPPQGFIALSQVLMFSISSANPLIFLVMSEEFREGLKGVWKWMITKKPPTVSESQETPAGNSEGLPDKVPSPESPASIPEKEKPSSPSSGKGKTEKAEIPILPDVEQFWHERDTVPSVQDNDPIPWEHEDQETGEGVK
FBW7 activator = FBW7 E3 ligase activators, primary screen, biochemical, AlphaScreen, human; normalized activity (activation), % at 26.1 µM; AlphaScreen FBW7–phospho-cyclin E peptide binding, activator screen; 650,000 compounds, 0.13% hits; in the data active means normalized activity above about 1.9%;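 further: purified mutant Fbw7 with reduced substrate affinity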
Target sequence (Q969H0 whole entry, looked up): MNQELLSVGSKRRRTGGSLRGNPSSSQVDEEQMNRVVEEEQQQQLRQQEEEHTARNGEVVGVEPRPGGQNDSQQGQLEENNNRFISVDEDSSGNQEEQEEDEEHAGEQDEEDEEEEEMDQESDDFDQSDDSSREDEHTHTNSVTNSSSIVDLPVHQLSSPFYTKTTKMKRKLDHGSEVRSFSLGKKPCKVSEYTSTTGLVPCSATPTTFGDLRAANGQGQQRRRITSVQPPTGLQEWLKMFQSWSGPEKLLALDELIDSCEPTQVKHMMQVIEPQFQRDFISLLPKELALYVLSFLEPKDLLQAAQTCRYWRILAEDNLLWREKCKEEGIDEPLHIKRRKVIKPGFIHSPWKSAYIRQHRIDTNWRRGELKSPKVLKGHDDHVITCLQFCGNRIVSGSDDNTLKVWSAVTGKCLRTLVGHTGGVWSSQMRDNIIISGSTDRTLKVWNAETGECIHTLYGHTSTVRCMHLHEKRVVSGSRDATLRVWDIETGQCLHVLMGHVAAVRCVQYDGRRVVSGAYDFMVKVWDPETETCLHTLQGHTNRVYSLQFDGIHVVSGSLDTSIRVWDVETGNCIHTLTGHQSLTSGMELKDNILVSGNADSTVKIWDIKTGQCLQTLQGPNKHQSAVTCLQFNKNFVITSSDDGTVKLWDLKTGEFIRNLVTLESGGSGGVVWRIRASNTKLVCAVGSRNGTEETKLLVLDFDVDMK
TEAD-YAP block = TEAD-YAP interaction inhibition, primary screen, TEAD-YAP interaction inhibitor project, luminescence, HEK-TIYL cells; TEAD-Gal4/YAP UAS-luciferase luminescence; inhibition, % at 9.12 µM; 640,000 compounds, 1.4% hits; AID 1259422, 2018; in the data active means inhibition above about 32%;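 further: 0% = median of test compound wells and 100% = reference inhibitor wells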
MITF inh = MITF inhibitors, primary screen, biochemical, AlphaScreen, human; Microphthalmia-associated transcription factor (Homo sapiens), O75030; AlphaScreen MITF homodimerization, bead proximity signal; inhibition, % at 2.6 µM; 650,000 compounds, 0.91% hits; AID 1259374, 2018; in the data active means inhibition above about 50%;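 further: 0% = vehicle wells with protein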
An asterisk follows results filed as active; & = joins results of further samples.

| Compound | GPR151 ag | FBW7 activator | TEAD-YAP block | MITF inh |
| --- | --- | --- | --- | --- |
| Cc1nnc(NC(=O)c2cc(-c3ccccc3C)nc3ccccc23)s1 | 0.6 | -0.2 | 0 | 10 |
| CC(C)(C)C1CCc2c(sc(NC(=O)c3ccccc3Cl)c2C(=O)N2CCC(C(N)=O)CC2)C1 (centres undefined) | -0.4 | 0.1 | 12 | 0 |
| Cc1cc(=O)oc2cc(NC(=S)NNC(=O)c3c(Cl)cnn3C)ccc12 | 0.1 | 0.4 | -1 | 22 |
| OCc1cccc(-c2cnc3c(N4CCOCC4)nccn23)c1 | 0.7 | -0.6 | -13 | 8 |
| CCOC(=O)c1c(NC(=O)CSc2nnc(-c3cccnc3)o2)sc(C)c1C | 3.0 | 0.0 | 7 | 0 |
| O=C(NCc1ccc(Cl)cc1)c1ccc(Cl)c([N+](=O)[O-])c1 | 1.6 | -0.1 | 7 | 1 |
| CCOc1ccc(CCNS(=O)(=O)c2cnc[nH]2)cc1OCC | 0.4 | -0.2 | -11 | 11 |
| O=C1C(Cl)=C(Oc2ccc([N+](=O)[O-])cc2)C(=O)N1Cc1ccccc1 | 1.2 | -0.1 | -11 | 11 |
| COCCN1Cc2cccc(C(=O)N3CCN(c4ccc(F)cc4)CC3)c2C1=O | 0.2 | 0.0 | -4 | -1 |
| Cc1ccc2[nH]c3nc(N/N=C/c4ccccc4)nnc3c2c1 | -0.2 | -0.2 | 10 | -5 |
| OCCN1CCN(Cc2ccccc2OCC(O)CN2CCc3ccccc3C2)CC1 (centres undefined) | 2.3 | 0.0 | 7 | 4 |
| O=C(/C=C/c1ccccc1[N+](=O)[O-])Nc1ccc(S(=O)(=O)Nc2nccs2)cc1 | -0.3 | 0.6 | -6 | 8 |
| CN=C1SC(C(=O)Nc2ccccc2)CC(=O)N1C (centres undefined) | 0.0 | -0.2 | 10 | 15 |
| Cn1cnnc1SCN1C(=O)c2ccccc2C1=O | 0.4 | 0.2 | -3 | 20 |
| CCOc1ccccc1NC(=O)c1ccc(C(=O)Nc2ccccc2OCC)cc1 | -1.1 | 0.2 | 2 | 14 |
| CCc1c(C)nc2ncnn2c1N1CCCC(C(=O)Nc2ccc(F)cc2F)C1 (centres undefined) | -0.1 | -0.1 | 1 | 3 |
| COc1cc(CNC(=O)c2ccccc2SC)cc(OC)c1OC | 3.1 | 0.2 | 15 | 5 |
| CC1CCCC(C)N1C(=O)c1ccc(F)cc1F (centres undefined) | 0.7 | 0.1 | 4 | 6 |
| CN1CCN(CC(=O)N2CCN(c3ccccc3F)CC2)CC1 | 0.8 | 0.9 | -8 | 20 |
| CN1CCN(c2ncc(-c3ccc4c(c3)OCO4)n3ccnc23)CC1 | -0.6 | 0.0 | -2 | -3 |
| COc1ccc(CCNC(=O)/C=C/c2ccc([N+](=O)[O-])cc2)cc1 | -2.7 | 0.3 | 14 | 16 |
| CCN(c1nc(N)c(C(=O)N=C(N)N)nc1Cl)C(C)C | 2.5 | 0.0 | -1 | 5 |
| COc1cc(C(=O)Nc2cc(C)on2)c([N+](=O)[O-])cc1OC | -0.1 | 0.0 | 9 | -5 |
| COc1cc(C2=NOC(C(=O)Nc3cccc(C(F)(F)F)c3)C2)cc(OC)c1OC (centres undefined) | -0.8 | 0.8 | 10 | 7 |
| CCCCS(=O)(=O)c1nc2c(cc1C#N)CCCC2 | -0.6 | 0.2 | 15 | 10 |
| COc1cc(S(=O)(=O)Nc2ncccc2C)c(OC)cc1Cl | 0.6 | -0.1 | 18 | 3 |
| COc1cccc(NC(=O)c2ccc(-c3ccsc3)nc2N2CCOCC2)c1 | 9.3* | -0.2 | -10 | 3 |
| CC1CCCCC1NC(=O)C(Cc1ccccc1)NS(=O)(=O)c1ccc(Br)cc1 (centres undefined) | -0.1 | -0.2 | 3 | 0 |
| O=C(Nc1ccc(OC(F)(F)F)cc1)c1cnc2n(c1=O)CCS2 | 0.0 | 0.0 | -11 | -15 |
| Cc1ccc(-n2c(SCc3ccc(Br)cc3)nc3sc4c(c3c2=O)CC(C)(C)OC4)cc1 | -1.1 | 0.1 | 3 | -7 |
| Fc1ccc(-n2cc(-c3ccccc3)c3c(N4CCC(Cc5ccccc5)CC4)ncnc32)cc1 | -1.2 | 0.1 | -3 | -1 |
| CN(C)S(=O)(=O)c1ccc(C(=O)Nc2cccc(-c3nc4ccccc4s3)c2)cc1 | 2.6 | 0.0 | -42 | -2 |
| Cc1nc(/C=N/Nc2ccc([N+](=O)[O-])cc2[N+](=O)[O-])c2cc(C)oc2n1 | 4.2 | 0.2 | -6 | 2 |
| O=C(O)CCSc1nnnn1-c1ccccc1 | -0.3 | 0.1 | 8 | 3 |
| COc1cc(O)ccc1C1Nc2ccccc2-c2cc(C)nn21 (centres undefined) | -0.7 | 0.0 | 0 | -1 |
| COc1ccc(-c2noc(CC(=O)Nc3cccc([N+](=O)[O-])c3C)n2)cc1 | -0.1 | 0.0 | -3 | -13 |
| O=C(CN1C(=O)c2ccccc2C1=O)Nc1nc(-c2ccc3c(c2)CCCC3)cs1 | 1.5 | -0.1 | 0 | 7 |
| Nc1cc(N2CCCCCC2)c2nonc2c1[N+](=O)[O-] | 0.0 | 0.1 | 9 | 11 |
| CCC(CC)NS(=O)(=O)c1ccccc1 | 0.6 | 0.1 | 5 | 0 |
| CCOC(=O)c1c(NC(=O)c2ccc(F)cc2)sc2c1CCC(C(C)(C)C)C2 (centres undefined) | -0.1 | 0.1 | -4 | 3 |
| O=C(O)c1cc([N+](=O)[O-])c(NC(CSCc2cccc(F)c2)C(=O)O)c([N+](=O)[O-])c1 (centres undefined) | -0.8 | -0.2 | 3 | 12 |
| O=S(=O)(c1ccccc1)N(C1CCNCC1)C1CC1 | -1.0 | -0.1 | -19 | -5 |
| CCC1C(=O)NCCN1C(=O)c1cccc(OC2CCN(C(=O)C3CC3)CC2)c1 (centres undefined) | -1.2 | 0.0 | -6 | 0 |
| CCNS(=O)(=O)c1ccc(NC(=S)NCCCOC)cc1 | -1.2 | 1.2 | -7 | 14 |
| Cc1[nH]nc2c1C(c1cc([N+](=O)[O-])ccc1O)C(C#N)=C(N)O2 (centres undefined) | -1.9 | 0.1 | 10 | 13 |
| Cc1ccc(C(=O)Nc2nnc(SCC(=O)NCC3CCCO3)s2)cc1 (centres undefined) | 0.3 | 0.1 | 42* | -1 |
| Cc1cc(NC(=O)COC(=O)c2ccc(Oc3ccc(Cl)cc3[N+](=O)[O-])cc2)no1 | 1.5 | -0.1 | -10 | 3 |
| COC(=O)c1ccc2nc(C)cc(Nc3cccc(C(C)=O)c3)c2c1 | -0.3 | -0.1 | 17 | -1 |
| CC(Cl)C(=O)N(CCC#N)c1ccccc1 (centres undefined) | 1.6 | -0.2 | 20 | 2 |
| CSc1c(CC(=O)Nc2ccc(Cl)cc2)n(C)c2ccccc12 | 0.6 | 0.2 | -5 | 15 |
| Cc1nnc2c(NCc3ccc(F)cc3)nc3ccccc3n12 | 0.4 | 0.1 | 1 | 5 |
| CC(=O)CCc1ccc(OCCCCN2CCN(C)CC2)cc1 | 0.6 | -0.1 | 5 | -5 |
| COC(=O)c1ccccc1Oc1nc(OC)nc(OC)n1 | 0.0 | 0.2 | 4 | 6 |
| Cc1[nH]ncc1-c1ccc(NC(=O)[C@@H]2Cc3ccccc3CN2)c(OCCN(C)C)c1 | -0.9 | -0.2 | -4 | 67* |
| CN(C)CCNc1cc(C(F)(F)F)c(C#N)c2nc3ccccc3n12 | -0.9 | 0.4 | -6 | -1 |
| CC(C)c1ccc(OCC(=O)N2CCN(c3ccccc3)CC2)cc1 | 1.0 | -0.3 | 1 | 3 |
| Cc1ccc(-n2nc3ccc(NC(=O)COc4ccccc4)cc3n2)cc1Cl | 1.7 | 5.2* | 5 | -1 |
| COc1cc(CNC(C)(C)CO)ccc1OCc1ccc(Cl)cc1 | 2.8 | 0.1 | -30 | 8 |
| CCCOc1ccc(C(=O)Nc2ccc(NC(=O)c3cccc(C)c3)cc2)cc1 | 0.1 | -0.2 | -5 | -10 |
| COC(=O)c1ccc2c(=O)n(Cc3ccco3)c(SCC(=O)Nc3ccc(OC)cc3OC)nc2c1 | -0.2 | 0.4 | -3 | 6 |

Molecules listed so far that contain bromine (two):
| Compound | GPR151 ag | FBW7 activator | TEAD-YAP block | MITF inh |
| --- | --- | --- | --- | --- |
| CC1CCCCC1NC(=O)C(Cc1ccccc1)NS(=O)(=O)c1ccc(Br)cc1 (centres undefined) | -0.1 | -0.2 | 3 | 0 |
| Cc1ccc(-n2c(SCc3ccc(Br)cc3)nc3sc4c(c3c2=O)CC(C)(C)OC4)cc1 | -1.1 | 0.1 | 3 | -7 |

Entries of single compounds from above:
Listed for `Fc1ccc(-n2cc(-c3ccccc3)c3c(N4CCC(Cc5ccccc5)CC4)ncnc32)cc1` → GPR151 ag: -1.2; FBW7 activator: 0.1; TEAD-YAP block: -3; MITF inh: -1
Listed for `Cc1ccc(-n2nc3ccc(NC(=O)COc4ccccc4)cc3n2)cc1Cl` → GPR151 ag: 1.7; FBW7 activator: 5.2*; TEAD-YAP block: 5; MITF inh: -1
Listed for `O=C(CN1C(=O)c2ccccc2C1=O)Nc1nc(-c2ccc3c(c2)CCCC3)cs1` → GPR151 ag: 1.5; FBW7 activator: -0.1; TEAD-YAP block: 0; MITF inh: 7

Continued:
| Compound | GPR151 ag | FBW7 activator | TEAD-YAP block | MITF inh |
| --- | --- | --- | --- | --- |
| CCCOc1ccc(N2CC(C(=O)N3CCN(C(c4ccccc4)c4ccccc4)CC3)CC2=O)cc1 (centres undefined) | -0.8 | 0.1 | -4 | -8 |
| COc1cc(/C=N\NC(=O)c2ccco2)ccc1OCc1ccccc1 | -1.4 | 0.0 | -47 | 12 |
| NC(=O)c1cccc(N=Cc2cc(Cl)cc(Cl)c2O)c1 | 0.1 | 0.0 | 9 | 5 |
| COc1ccc(NC(=O)COC(=O)CNC(C)=O)c(OC)c1 | 2.2 | 0.0 | 17 | -7 |
| CCCNc1nc2c(C)cccn2c(=O)c1/C=C1\SC(=S)N(Cc2ccco2)C1=O | 0.7 | 0.2 | 13 | 8 |
| O=C(Nc1ccccc1F)C(Cc1ccccc1)NS(=O)(=O)c1cccc2cccnc12 (centres undefined) | 1.3 | -0.1 | 6 | -6 |
| COc1ccc(C2CC(c3ccc(C)cc3)Nc3ncnn32)c(OC)c1OC (centres undefined) | 1.3 | -0.2 | -15 | -1 |
| Cc1ccc(S(=O)(=O)c2ccc3c(c2)Sc2ccccc2N3)cc1 | -0.4 | 0.3 | 1 | 4 |
| O=CN=C1NC(=O)/C(=C\c2ccco2)S1 | 2.1 | 0.7 | 6 | 22 |
| COc1ccc(OC)c(C(=O)CSc2nnnn2C2CCCC2)c1 | 1.0 | 0.0 | -9 | -10 |
| COc1cccc(/C(C)=N\NC(=O)c2ccco2)c1 | -2.5 | -0.2 | -53 | -19 |
| NC(=O)C1CCN(CC(=O)Nc2ccc(Oc3ccccc3)cc2)CC1 | 2.5 | 0.1 | 6 | -9 |
| C/C=C(\C)CN1CCC(Oc2cccc(C(=O)NCc3cccnc3)c2)CC1 | 2.2 | 0.0 | 5 | -3 |
| Cc1cc([N+](=O)[O-])cc2c1=NC(=O)C=2c1sc(Nc2ccc(F)cc2)nc1O | -0.3 | 0.0 | -5 | 6 |
| CC(C)C(=O)Nc1ccc(I)cc1Cl | -1.4 | 0.4 | 7 | 14 |
| CCC(CC)C(=O)Nc1cccc(C(=O)Nc2ccc3c(c2)OCCO3)c1 | 0.9 | -0.1 | -66 | 9 |
| Cc1ccc(C(=O)Nc2c(C(=O)N3CCN(Cc4ccccc4)CC3)cnn2-c2ccccc2)cc1 | -1.7 | 0.1 | -6 | 24 |
| COCC(=O)N=Nc1c(O)[nH]c2ccccc12 | -0.1 | 0.0 | 0 | -8 |
| O=C(O)c1ccc(Cn2cnc3sc4c(c3c2=O)CCCC4)cc1 | -0.7 | -0.1 | -17 | -3 |
| O=C(COc1ccccc1C(=O)NCC1CCCO1)Nc1ccc(Cl)cc1Cl (centres undefined) | 0.5 | -0.1 | -15 | 6 |
| CC1=C(C(N)=O)C(c2ccccc2Cl)n2nc(-c3ccc(N(C)C)cc3)nc2N1 (centres undefined) | -0.8 | -0.1 | -4 | 0 |
| CCCC(c1nnnn1C1CCCC1)N1CCN(CC)CC1 (centres undefined) | -0.1 | 0.0 | 1 | 4 |
| Cc1ccc(-c2nnc3n2CCCCC3)cc1 | -1.1 | -0.2 | 4 | 15 |
| CC(Nc1cc(N2CCN(S(=O)(=O)c3ccc4c(c3)CCN4S(C)(=O)=O)CC2)ccc1[N+](=O)[O-])c1ccccc1 (centres undefined) | 0.0 | -0.1 | -3 | 11 |
| N#C/C(=C\c1cccnc1)C(=O)Nc1ccc(O)cc1F | 1.0 | 0.1 | -4 | -8 |
| CCOC(=O)c1c(SCc2cccc(Cl)c2)nc(=O)[nH]c1C | -0.5 | -0.1 | 11 | -12 |
| COc1ccc(C2=NS(=O)(=O)N(C)C(C(=O)Nc3cccnc3)=C2)cc1OC | 0.4 | 0.7 | 10 | 20 |
| O=C(OCc1ccc(Cl)cc1Cl)C(O)c1ccccc1 (centres undefined) | -0.3 | 0.1 | 1 | -10 |
| O=C(Nc1ccc(Cl)cc1)c1cc(Cl)ccc1NS(=O)(=O)c1ccc(Cl)cc1 | 1.8 | 0.1 | 17 | 12 |
| CCCCCC(O)CCC(=O)NNC1=CC(=O)CC(C)(C)C1 (centres undefined) | 0.1&0.9 | 0.0&-0.1 | -7&0 | -5&-1 |
| CSc1cccc2sc(N3CCN(C(=O)C(C)Oc4ccccc4)CC3)nc12 (centres undefined) | -0.8 | -0.2 | -1 | -31 |

Screening data deposited in PubChem by The Scripps Research Institute Molecular Screening Center.
